Bioassay records from PubChem.
EPAC2 ag: EPAC2 (human) agonism | Potency, µM (top dose mostly 154 µM), for inactives: at the top dose activation, actives largely listed as activators | actives 0.079% (n = 360,000) | AID 720711 | Q8WZA2 | EPAC2 activation, biochemical qHTS; response scale: 100% = 6.5 mM cAMP response; note: potency is the fitted concentration of half-maximal effect; nearly all actives have a fitted effect of over 50% in size
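Each well held 100 nM EPAC2, 250 nM RAP1B-BODIPY-GDP and 50 uM GDP. Fluorescence, read at 5-min intervals to 30 min, was referenced to a 6.5 mM cAMP positive control.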
EPAC2 antag: blocks human EPAC2 exchange factor; Q8WZA2; AID 720708; actives 0.18% (n = 360,000); Potency, µM (titrated, usually from 114 µM), for the others: at the highest dose activity, negative = inhibition, actives largely listed as inhibitors; EPAC2 GEF exchange of Rap1B-BODIPY-GDP, fluorescence; note: potency is the fitted concentration of half-maximal effect; % is set by controls: 0 for no effect and ±100 for the full control effect; nearly all actives have a fitted effect of over 45% in size; many of its hits are not listed in these tables
Abeta yeast res: A-beta toxicity reversal in yeast; Potency, µM (highest dose often 46.1 µM), inactives show at the top dose growth rescue, hits mostly activators; AID 1347071; yeast expressing A-beta42, growth rescue, OD600, 48 h; response scale: 0% DMSO, 100% iron-clioquinol control; actives 0.063% (n = 410,000); note: potency is the fitted concentration of half-maximal effect; nearly all actives have a fitted effect of over 55% in size
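Yeast A-beta toxicity model in growth medium with pinned compounds, 48 h at 30 C; growth read as absorbance at 600 nm. Normalized to FeCl3/clioquinol equimolar mix (positive) and DMSO (negative).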
FUS suppressor: FUS proteinopathy suppression in yeast; AID 1347120; actives 0.24% (n = 390,000); Potency, µM (highest dose often 76.6 µM), without a hit: at the top dose growth rescue (activation), usual class: activators; S. cerevisiae FUS-expressing, growth rescue, OD600, 24 h;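 note: potency is the fitted concentration of half-maximal effect; plate controls were DMSO vehicle for no effect and reference control for full effect; nearly all actives have a fitted effect of over 55% in size; some results filed as inactive show a strong effect at the top dose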
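Restored growth of FUS-toxic S. cerevisiae, read as 600 nm absorbance after 24 h at 30C in galactose medium (starting OD 0.005). Controls CP55940 and DMSO.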
D3 antag: blocks the human D3 dopamine receptor. max response, negative = inhibition, %. AID 652054. actives 2.5% (n = 360,000). P35462. D3R cells, DiscoveRx beta-arrestin luminescence, antagonist mode; stronger effect = lower value; in the data active = max response below about -50%; inconclusive = no clear call, values can overlap the other calls; note: % is set by controls: 0 for no effect and ±100 for the full control effect; mostly tested at two doses, the higher about 12 µM
Target sequence (P35462 whole entry, looked up): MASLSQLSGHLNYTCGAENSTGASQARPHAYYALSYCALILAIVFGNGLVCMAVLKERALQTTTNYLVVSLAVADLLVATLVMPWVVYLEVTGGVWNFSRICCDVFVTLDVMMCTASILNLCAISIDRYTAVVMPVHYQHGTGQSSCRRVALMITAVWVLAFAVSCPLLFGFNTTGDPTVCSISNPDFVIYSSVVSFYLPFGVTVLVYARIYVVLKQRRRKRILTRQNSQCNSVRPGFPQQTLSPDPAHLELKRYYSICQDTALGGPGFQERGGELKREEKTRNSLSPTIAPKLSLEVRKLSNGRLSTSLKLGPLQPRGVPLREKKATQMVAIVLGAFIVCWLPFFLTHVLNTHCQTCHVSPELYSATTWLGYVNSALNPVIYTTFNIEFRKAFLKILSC
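Cells plated overnight at 1500 cells/well, then exposed to library compounds with dopamine controls for 90 minutes at 37 degrees C. DiscoveRx reagent added for 30–60 minutes at room temperature; luminescence read, quantitative HTS format.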
TDP-43 yeast inh: inhibitors of TDP-43 toxicity in yeast; TDP-43 expressing yeast growth rescue, BacTiter-Glo, 24 h; Potency, µM (top dose mostly 46.1 µM), for inactives: at the highest dose growth rescue (activation), most hits filed as activators; actives 1.8% (n = 410,000); AID 652104; note: potency is the fitted concentration of half-maximal effect; % of control where 0% means no effect; nearly all actives have a fitted effect of over 50% in size
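Yeast expressing TDP-43 (pregrown in raffinose, seeded at OD600=0.02 in galactose medium) exposed to compounds 24 hr at 30 deg C. Growth read by BacTiter-Glo luminescence; rescue of toxicity appears as increased signal.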
aSyn rescue: rescues yeast growth from alpha-synuclein toxicity. Potency, µM (highest dose often 46.1 µM), for inactives: top-dose growth rescue (activation), actives largely listed as activators. AID 652106. actives 0.14% (n = 370,000). Yeast expressing alpha-synuclein, growth rescue, BacTiter-Glo, 24 h; note: potency is the fitted concentration of half-maximal effect; % of control where 0% means no effect; nearly all actives have a fitted effect of over 65% in size
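Screening used galactose-induced yeast with toxic alpha-synuclein levels, exposed to compound for 24 hr at 30 deg C. Cell growth, read with BacTiter-Glo luminescence, gave the measured signal.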
DRD3 agonist: agonists of human D3 dopamine receptor; actives 0.58% (n = 410,000); max activation, %; AID 652048; P35462; D3R DiscoveRx beta-arrestin cells, luminescence, 90 min; in the data active = max activation above about 30%; note: 0% is about no effect; mostly tested at two doses, the higher about 12 µM
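Cells at 1500/well, incubated overnight, then treated with pinned compounds (dopamine as control) for 90 min at 37 degrees C. DiscoveRx reagent added for 30 - 60 minutes at room temperature; luminescence read.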
* marks the source's active call; other numbers are inactive results; ? = inconclusive; · = not tested or not shown; & = joins results of further samples; [ ] = another dose, or the depositor's remark. Unless noted, calls come from the whole dose curve; as a rule, active = well fitted curve in the direction sought with a large enough effect; inconclusive = small, poorly fitted or top-dose-only effect, or another doubt; inactive = no such curve, though single readings can be large; an effect the other way counts as inactive or inconclusive. This is a subset. The share of hits here may be higher or lower than overall.

mol | EPAC2 ag | EPAC2 antag | Abeta yeast res | FUS suppressor | D3 antag | TDP-43 yeast inh | aSyn rescue | DRD3 agonist
COc1ccc(S(=O)(=O)NCC(=O)N(CC(=O)NCC2CCCO2)Cc2ccccc2)cc1 (stereo unspecified) | 7% | 15% | -8% | 2% | 10 | -8% | -5% | 19
COC(=O)C1=C(C)N(Cc2ccccc2)C(=O)N[C@H]1c1ccccc1 | 14% | ? | 6% | 0% | -6 | 29% | 1% | 13
Cc1cc(NC(=O)c2ccc(Cl)cc2Cl)n(-c2ccccc2)n1 | 5% | 1% | 1% | -17% | -11 | 20µM* | -5% | -12
COc1ccc(OCc2cc(C(=O)NCC3(C)COC3)no2)c(Cl)c1 | 1% | -1% | -3% | · | 25 | ? | -9% | 4
COc1cc(OC)cc(-c2nc3nc(C)c(CCC(=O)Nc4cc(F)ccc4F)c(C)n3n2)c1 | · | · | -11% | 37% | · | -16% | · | -5
CCOC(=O)c1cnc2nc[nH]n2c1=O | 13% | 1% | -17% | -16% | -26 | 23% | -4% | 2
Cc1ccc(Cn2nnc3c(=O)[nH]c(C(=O)NCc4ccco4)nc32)cc1 | 3% | 9% | 12% | 11% | -9 | -5% | -1% | 10
CCCS(=O)(=O)NC(=O)C1(C)CCN(C(=O)c2cc(-c3cccs3)oc2C)C1 (stereo unspecified) | 4% | -1% | 10% | 5% | 1 | 9% | 2% | 4
O=C(CNS(=O)(=O)Cc1ccccc1)NCc1ccccc1 | 8% | 7% | -18% | 6% | -1 | -21% | -4% | 3
CC(C)N(CC#CCC(O)(c1ccccc1)c1ccccc1)CCO | -8% | 4% | -15% | -2% | -10 | -12% | -4% | 4
CC1CCN(S(=O)(=O)c2ccc3c(c2)N(CC(=O)NCCCOC(C)C)C(=O)CS3)CC1 | 0% | -4% | 4% | 24% | 0 | 6% | 0% | -6
COc1ccccc1N1C(=O)C2C3CC(c4ccccc4)C(C3)C2C1=O (stereo unspecified) | 4% | -8% | -11% | 21% | 0 | 8% | -1% | 5
COc1ccc(C(C(=O)Nc2ccc(C(C)C)cc2)N(C)C(=O)CNC(C)=O)cc1 (stereo unspecified) | 5% | -4% | 5% | 39% | -12 | 16% | -1% | 3
CCOC(=O)c1c(C)[nH]c(CCC(=O)Nc2ccc(C)c(F)c2)c1C | · | · | -5% | 11% | · | 19% | · | 3
O=C(NCCN1CCOCC1)c1cn(CCc2ccccc2)nn1 | -8% | 1% | -7% | 5% | -4 | 0% | ? | -4
COc1cccc(/C=N/n2c(-c3cccs3)n[nH]c2=S)c1 | -3% | 17% | -28% | -12% | 10 | ? | 11% | 6
COc1ccccc1NC(=O)c1ccc(NC(=O)c2cc3c(s2)CCC3)cc1 | 5% | -28% | 3% | · | 0 | 19% | -5% | 4
COc1ccccc1NC(=O)CN1CCN(CC(=O)Nc2ccccc2F)CC1 | 5% | -12% | 6% | -1% | 2 | -5% | 3% | 4
O=C(Nc1cc(S(=O)(=O)Nc2ccccc2Cl)ccc1O)c1sc2cc(Cl)ccc2c1Cl | -2% | 0% | 2% | 4% | -5 | -6%[0.397 µM] | 1% | 8
C[n+]1c(/C=C/c2ccc3c(c2)OCO3)ccc2ccccc21 | 2% | -11% | -7% | -7% | -17 | -12%[9.22 µM] | -10% | -6

Next section
mol | EPAC2 ag | EPAC2 antag | Abeta yeast res | FUS suppressor | D3 antag | TDP-43 yeast inh | aSyn rescue | DRD3 agonist
CCc1nccn1CCC(=O)N1CCCC(N2CCN(c3cccc(Cl)c3)CC2)C1 (stereo unspecified) | 6% | 1% | 5% | 1% | 2 | 12% | -8% | -4
O=C(CSc1c2c(nc3ccccc13)CCC2)N1CCCC1 | 0% | 3% | 0% | 9% | -5 | -5%[0.397 µM] | 1% | -3
COc1ccc(C2=C(c3ccccc3)OC(OC)c3cc(F)ccc32)cn1 (stereo unspecified) | 13% | ? | ? | 23% | 25 | 16µM* | ? | 3
Cc1ccc(C)c(NC(=O)CN2C(=O)c3cccnc3Oc3ccc(C)cc32)c1 | · | · | -8% | 2% | · | 7% | · | 7
CCCCc1ccc(NC(=O)N[C@@H](C)C(=O)O)cc1 | 3% | 4% | 1% | 1% | 1 | 1% | -8% | 1
Cc1ccccc1NC(=O)c1ccc(OCC(=O)Nc2ccccc2F)cc1 | 0% | 2% | 10% | -15% | -1 | -2% | 2% | -3
CCOc1ccc(NC(=O)c2oc3ccccc3c2NC(=O)Cc2ccc(F)cc2)cc1 | · | · | 7% | -22% | · | 14% | · | 1
COc1cccc(/C=C/C(=O)N2CC(C)OC(C)C2)c1OC (stereo unspecified) | 10% | 4% | -1% | 20% | 11 | 0% | 1% | 3
CC1=C(C(=O)Nc2ccccc2F)C(c2ccsc2)C2=C(CC(C)(C)CC2=O)N1 (stereo unspecified) | 7% | 4% | 7% | -7% | -2 | 23% | 1% | -3
COc1cccc(N2CCc3c(C)nc4ccc(Cl)cc4c32)c1 | 11% | 1% | -15% | 14% | 11 | ? | 2% | -12
CC(C(=O)Nc1ccccn1)c1ccccc1 (stereo unspecified) | 9% | 3% | 10% | -19% | 8 | 1% | -5% | 4
Cc1ncc(CC(=O)n2cc(C(=O)c3cc(F)ccc3O)cn2)s1 | -16% | 2% | 3% | ? | -4 | -4% | -22% | 16
CC(=O)c1cc2c(C)c(C(=O)c3ccccc3)oc2cc1O | 10% | -10% | 14% | 16% | -21 | -2% | -5% | -2
O=C(CCc1nnc2ccc(NCc3ccc(Cl)cc3)nn12)NC1CCCCC1 | -6% | 3% | · | 21% | 3 | 12% | -3% | 2
CCOC(=O)[C@]12CCC=C1N(Cc1ccc(Cl)cc1Cl)C(=O)[C@H](CC(=O)N1CCN(C(=O)c3ccco3)CC1)C2 | 4% | -25% | 3% | ? | -8 | ? | 19% | -6
Cc1ccccc1CNC(=O)c1csc([C@@H]2C[C@H](O)[C@@H](CO)O2)n1 | 12% | 14% | -7% | -13% | 1 | 11% | -3% | 7
Cc1ccc2c(c1)N(CC(=O)NCCCN1CCCCC1C)C(=O)c1cccnc1O2 (stereo unspecified) | -2% | 4% | 4%&-4% | -24%&12% | 3 | -6%&5% | 8% | -7&-9
CCCCN1CC(=O)N2[C@H]3c4cc(Cl)ccc4OC[C@@H]3[C@H](c3ccccc3)[C@]2(C)C1=O | 7% | -3% | ? | ? | 2 | ? | 5% | -10
CC1Cc2ccccc2N1CC(=O)Nc1ccc(S(=O)(=O)N(C)C)cc1 (stereo unspecified) | 10% | 8% | 11% | ? | 6 | 11% | 10% | -1
COc1ccc(OC)c(C(=O)COC(=O)CN2C(=O)NC3(CCCCC3C)C2=O)c1 (stereo unspecified) | 4% | 1% | 2% | 16% | 5 | -11% | 4% | 2

Later entries:
mol | EPAC2 ag | EPAC2 antag | Abeta yeast res | FUS suppressor | D3 antag | TDP-43 yeast inh | aSyn rescue | DRD3 agonist
COc1ccccc1OCCNC(=O)CCC(=O)N1CCOCC1 | 4% | 15% | 2% | 10% | -9 | -6% | 3% | -10
C=CCNC(=O)CN(c1cc(Cl)ccc1OC)S(=O)(=O)c1ccc(C)c([N+](=O)[O-])c1 | -2% | 3% | 0% | -3% | 1 | -3% | 4% | 13
Cc1ccc(NC(=O)c2cnc3ccccc3n2)cc1C | 8% | -3% | -14% | 9% | -3 | 3% | -7% | -14
COC(=O)CNC(=O)C1CCCN1C(=O)CNC(=O)OC(C)(C)C (stereo unspecified) | -3% | 6% | 7% | -28% | 17 | 3% | 9% | 0
CCCCOc1ccc(C(=O)NCC(=O)NCc2ccccn2)cc1 | -3% | 8% | 1% | -1% | 13 | -9% | 16% | -6
COC(=O)Cn1c(=NC(=O)CSC(C)=O)sc2ccccc21 | 4% | 0% | ? | -25% | -19 | 21% | 1% | -5
Cc1ccc(NC(=O)C2CCN(S(=O)(=O)c3cccnc3)CC2)cc1C | 1% | -6% | -1% | -1% | 4 | 20% | 3% | 10
Cc1cnc(CNC(=O)CC2C(=O)NCCN2Cc2ccccc2F)cn1 (stereo unspecified) | 11% | 1% | -6% | 7% | -17 | -3% | -1% | 4
CC(C(=O)NC1CCCc2ccccc21)N1CCN(Cc2ccc3c(c2)OCO3)CC1 (stereo unspecified) | -1% | 8% | 5% | 15% | -8 | -4% | -16% | -6
O=c1[nH]nc(CNc2ccc(Cl)cc2Cl)c2ccccc12 | -2% | -9% | -4% | -2% | 10 | 23% | 1% | 1
FC(F)(F)c1cccc(-c2nnc3ccc(C(F)(F)F)cn23)c1 | 3% | -3% | -12% | 11% | -27 | -8% | -1% | 0
Cc1cc(N(CC(=O)NC(C)C)S(C)(=O)=O)ccc1Br | -7% | 7% | -12% | · | 14 | -17% | -2% | -6
Cc1ccc(N=Cc2cc(Cc3ccccc3Cl)cc([N+](=O)[O-])c2O)c(O)c1 | 21% | ? | -94%[inhibitor] | 20% | -74* | -93%[inhibitor] | -76%[inhibitor] | -9
COc1ccc(-n2c(SCC(N)=O)nnc2-c2ccco2)cc1 | 4% | -6% | -2% | -19% | 0 | -26% | 3% | 3
Cc1cc(F)ccc1S(=O)(=O)NCC(c1cccnc1)N1CCc2ccccc21 (stereo unspecified) | 21% | -9% | 11% | 27% | 2 | 4% | 1% | 1
CC(=O)c1ccc(NC(=O)CCc2c(C)nc3c(c2C)c(=O)n(C)c(=O)n3C)cc1 | · | · | -5% | -24% | · | -2% | · | 0
Nc1nc(CCl)nc(Nc2ccc3ccccc3c2)n1 | 10% | 11% | -8% | 40% | -11 | ? | -8% | -23
CCOc1ccc(N2C(=O)CSC2=NC#N)cc1 | 13% | 0% | -5% | · | -9 | 20% | -5% | -2
